# GLP-1R inv ag: qHTS of GLP-1 Receptor Inverse Agonists (Inhibition Mode) | Glucagon-like peptide 1 receptor (Homo sapiens), P43220 | 1.6% of 410,000 active | HEK293 GLP-1R CRE-luciferase, luminescence, 24 h; GLP-1R form is constitutively active | Potency, µM (highest dose often 38.3 µM), without a hit: at the top dose activity change, negative = inhibition, hits mostly inhibitors; note: potency is the fitted concentration of half-maximal effect; % is set by controls: 0 for no effect and ±100 for the full control effect; nearly all actives have a fitted effect of over 55% in size
# Target sequence (P43220 whole entry, looked up): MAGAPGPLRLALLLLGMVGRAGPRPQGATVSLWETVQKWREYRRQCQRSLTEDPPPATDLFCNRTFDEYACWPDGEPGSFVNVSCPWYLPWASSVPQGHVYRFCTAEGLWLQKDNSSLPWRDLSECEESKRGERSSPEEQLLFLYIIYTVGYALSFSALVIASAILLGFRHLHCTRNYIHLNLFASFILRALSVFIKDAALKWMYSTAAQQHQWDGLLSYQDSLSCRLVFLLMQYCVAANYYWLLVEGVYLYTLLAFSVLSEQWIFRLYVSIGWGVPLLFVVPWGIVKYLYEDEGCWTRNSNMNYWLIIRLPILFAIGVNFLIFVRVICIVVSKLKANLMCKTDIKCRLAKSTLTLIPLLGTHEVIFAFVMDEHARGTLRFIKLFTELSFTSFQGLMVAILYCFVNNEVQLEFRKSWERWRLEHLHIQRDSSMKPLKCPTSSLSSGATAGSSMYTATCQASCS
#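 Readout was luciferase luminescence, measured 12 min after detection reagent at room temperature. Beforehand, GLP-1R reporter HEK293 cells had sat 12 h, then received compounds for 24 hr at 37 deg C.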
# GLP1R ag: qHTS of GLP-1 Receptor Agonists; 0.007% of 380,000 active; Potency, µM (highest dose often 45.6 µM), for the others: top-dose activation, actives largely listed as activators; Glucagon-like peptide 1 receptor (Homo sapiens), P43220; HEK293 GLP-1R CRE-luciferase, luminescence, 4-6 h; cells express a hypersensitive GLP-1R form; note: potency is the fitted concentration of half-maximal effect; % of control where 0% means no effect
# TDP43 rescue: qHTS of TDP-43 Inhibitors; TDP-43 expressing yeast growth rescue, BacTiter-Glo, 24 h; Potency, µM (top dose mostly 46.1 µM), for the others: at the top dose growth rescue (activation), usual class: activators; 1.8% of 410,000 active; note: potency is the fitted concentration of half-maximal effect; % of control where 0% means no effect; nearly all actives have a fitted effect of over 50% in size
#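 Growth rescue of TDP-43-toxic yeast measured as ATP luminescence (BacTiter-Glo). Cells grown to mid-log in raffinose, induced in galactose at OD600=0.02, exposed to compound 24 hr at 30 deg C.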
# Abeta rescue: qHTS for compounds that reverse cellular toxicity of Amyloid beta (A-beta) peptide in yeast: Primary Screen | yeast expressing A-beta42, growth rescue, OD600, 48 h; response scale: 0% DMSO, 100% iron-clioquinol control | Potency, µM (titrated, usually from 46.1 µM), without a hit: top-dose growth rescue, usual class: activators | 0.063% of 410,000 active; note: potency is the fitted concentration of half-maximal effect; nearly all actives have a fitted effect of over 55% in size
#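 Yeast growth medium received pinned compounds, then yeast cells expressing toxic A-beta were added; plates incubated at 30 C for 48 hr. Growth read as absorbance at 600 nm, normalized to DMSO and equimolar FeCl3 plus clioquinol controls.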
# FUS yeast rescue: qHTS for Suppressors of FUS Proteinopathy: Primary screen using FUS-linked yeast assay; 0.24% of 390,000 active; S. cerevisiae FUS-expressing, growth rescue, OD600, 24 h; Potency, µM (series often up to 76.6 µM), for inactives: at the top dose growth rescue (activation), hits mostly activators;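 note: potency is the fitted concentration of half-maximal effect; plate controls were DMSO vehicle for no effect and reference control for full effect; nearly all actives have a fitted effect of over 55% in size; some results filed as inactive show a strong effect at the top dose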
#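 Absorbance at 600 nm, taken 24hr after compound addition, measured rescue of FUS-yeast growth at 30C. Induction used 2% galactose with seeding at OD 0.005. Controls: CP55940 from 92uM final, DMSO only.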
# DRD3 antagonist: qHTS of D3 Dopamine Receptor Antagonist: qHTS; D(3) dopamine receptor (Homo sapiens), P35462; D3R cells, DiscoveRx beta-arrestin luminescence, antagonist mode; hits give low values; max response, negative = inhibition, %; 2.5% of 360,000 active; in the data active = max response below about -50%; inconclusive = no clear call, values can overlap the other calls; note: % is set by controls: 0 for no effect and ±100 for the full control effect; mostly tested at two doses, the higher about 12 µM
# Target sequence (P35462 whole entry, looked up): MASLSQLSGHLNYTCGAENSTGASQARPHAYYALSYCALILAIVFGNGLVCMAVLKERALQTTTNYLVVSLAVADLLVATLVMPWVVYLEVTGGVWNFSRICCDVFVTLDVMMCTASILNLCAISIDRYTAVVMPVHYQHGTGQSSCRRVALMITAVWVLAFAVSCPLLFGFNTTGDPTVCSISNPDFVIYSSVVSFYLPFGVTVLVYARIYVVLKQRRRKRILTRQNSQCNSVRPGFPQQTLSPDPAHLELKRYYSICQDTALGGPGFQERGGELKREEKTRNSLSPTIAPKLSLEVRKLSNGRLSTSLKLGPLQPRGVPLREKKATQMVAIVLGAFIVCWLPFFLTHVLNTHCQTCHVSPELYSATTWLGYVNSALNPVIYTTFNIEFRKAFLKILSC
#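 Cells expressing the human receptor were seeded at 1500 cells/well, incubated overnight at 37 degrees C in 5% CO2, then exposed to library compounds with dopamine controls for 90 minutes at 37 degrees C before luminescent detection.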
# Akt phos inh: HTS Assay for Inhibitors of Akt Phophorylation: Primary Screen. Neuro2A IGF-stimulated pAkt S473 HTRF, 20 min; hits give low values. activity change, % for hits at 50 µM. 0.32% of 360,000 active; in the data active = activity change below about -80%; inconclusive = mostly about -51% to -80%; note: % is set by controls: 0 for no effect and ±100 for the full control effect
#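 Neuro2A cells in DMEM with 0.5% FBS, overnight at 37 deg C, given compound at single 50 µM final, then IGF (6 nM final) for 20 min at 37 deg C. Lysed; phospho-Akt Ser473 by HTRF after 24 h, 665/615 ratio.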
# aSyn rescue: qHTS of alpha-syn Inhibitors; Potency, µM (titrated, usually from 46.1 µM), for the others: at the top dose growth rescue (activation), most hits filed as activators; AID 652106, 2013; 0.14% of 370,000 active; Yeast expressing alpha-synuclein, growth rescue, BacTiter-Glo, 24 h; note: potency is the fitted concentration of half-maximal effect; % of control where 0% means no effect; nearly all actives have a fitted effect of over 65% in size
#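 Readout is rescue of growth in alpha-synuclein-expressing yeast, so inhibitors of toxicity appear as activators. Growth after 24 hr at 30 deg C in galactose medium is quantified by luminescence.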
# PTHR1 ag: qHTS for PTHR1 Agonists: Primary Screen | 0.075% of 410,000 active | HEK293 GP2 PTHR1 cells, GloSensor cAMP luminescence, 1 h | Potency, µM (top dose mostly 115 µM), for inactives: at the highest dose activation, hits mostly activators | AID 743266, 2014; note: potency is the fitted concentration of half-maximal effect; nearly all actives have a fitted effect of over 55% in size; some results filed as inactive show a strong effect at the top dose; inactives centre near -15; many of its hits are not listed in these tables
#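 HEK-293-derived GP2 cells expressing PTHR1 and a GloSensor cAMP reporter, 3,000/well, plated overnight, given luciferin plus IBMX (each 0.5 mM as added) for 1 h at 37 °C, then compound for 1 h at 37 °C. Luminescence was read after 15 min at room temperature.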
# Active calls of the source: *; i = inactive; ? = inconclusive; / = not tested or not shown; [ ] = another dose, or the depositor's remark. Unless noted, calls come from the whole dose curve; as a rule, active = well fitted curve in the direction sought with a large enough effect; inconclusive = small, poorly fitted or top-dose-only effect, or another doubt; inactive = no such curve, though single readings can be large; an effect the other way counts as inactive or inconclusive. The list is partial (hit frequency here may not be typical).
SMILES,GLP-1R inv ag,GLP1R ag,TDP43 rescue,Abeta rescue,FUS yeast rescue,DRD3 antagonist,Akt phos inh,aSyn rescue,PTHR1 ag
Cn1c(=O)c2c(SCC(=O)N3CCCc4ccccc43)nc(C3CC3)nc2n(C)c1=O,-5%,-4%,-11%,-1%,-14%,-5,i,-2%,-3%
CCOC(=O)C1CCCN1C(=O)c1ccc(OC)c(Br)c1 (configuration not stated),18%,10%,8%,2%,-9%,1,i,11%,i
COc1cccc(Cn2c(=O)n(Cc3ccco3)c(=O)c3oc4ccccc4c32)c1,-13%,/,-5%,-9%,-23%,/,/,/,-52%[inhibitor]
COC(=O)c1cc(OC)c(OC)cc1NC(=O)Nc1ccc(OC)cc1OC,0%,-6%,-4%,10%,14%,11,i,3%,i
Cc1ccc(S(=O)(=O)N2CCN(C(=O)COc3ccc(C)nc3[N+](=O)[O-])CC2)c(C)c1,52%[activator],23%,-1%,-15%,28%,-14,i,-9%,i
COc1ccc(OC)c(NC(=O)C2CCN(C(=O)C3CC(=O)N(c4ccc(C)cc4)C3)CC2)c1 (configuration not stated),10%,4%,-6%,-7%,-9%,8,i,3%,i
CCN(CC)S(=O)(=O)c1cccc(C(=O)Nc2cc(C)nn2-c2ccccc2)c1,-7%,0%,-10%,2%,24%,4,i,-4%,i
O=C1CCC(C(=O)Nc2cccc3ccccc23)N1 (configuration not stated),-3%,0%,?,10%,13%,-4,i,-13%,-27%
CN1CCN(C(=O)c2cn(-c3ccccc3)nc2-c2cccnc2)CC1,13%,-1%,-15%,9%[9.22 µM],?,?,i,-6%,-42%[inhibitor]
CC1=CC(c2ccccc2)=NS(=O)(=O)N1,7%,-3%,-7%,-12%,-19%,?,i,-1%,-22%
CC(SC1CCCC1)C(=O)NC(C)(C#N)C(C)C (configuration not stated),0%,2%,-2%,6%,11%,4,i,4%,i
CCOc1ccc(N2C(=O)CC(NC3CCN(C(=O)c4cccc(Cl)c4)CC3)C2=O)cc1 (configuration not stated),22%,-5%,10%,6%,3%,23,i,5%,i
CC1Cc2cc(S(=O)(=O)NCCC(=O)N(C)Cc3ccccc3)ccc2N1C(=O)C1CC1 (configuration not stated),38%[activator],12%,5%,-6%,24%,-7,i,6%,-47%[inhibitor]
Cc1ccccc1NC(=O)CN1C(=O)N/C(=C\c2cccn2-c2cccc(C(=O)O)c2)C1=O,-1%,-2%,-1%,-6%,37%,-2,i,3%,i
O=C(NCc1ccc(F)cc1Cl)c1cc(=O)[nH]c2ccc(S(=O)(=O)N3CCCCC3)cc12,6%,/,16%,-20%,14%,/,/,/,?
CCN1C(=O)c2ccccc2S(=O)(=O)c2ccc(C(=O)NCCCN(CC(C)C)CC(C)C)cc21,?,-1%,6%,-10%,19%,-24,i,-2%,i
Cc1c(NC(=S)N/N=C/c2cccc(O)c2)c(=O)n(-c2ccccc2)n1C,5%,-9%,-20%,-4%,19%,-28,i,-1%,-25%[57.5 µM]
CCC(Sc1nc(-c2ccccc2)c(C#N)c(=O)[nH]1)C(=O)Nc1nnc(C)s1 (configuration not stated),0%,1%,10%,7%,11%,?,i,0%,3%
O=C(Nc1ccc(O)c(C(=O)O)c1)c1ccc2c(c1)C(=O)N(CC1CCCO1)C2=O (configuration not stated),0%,-10%,-1%,17%,11%,-5,i,-1%,i
CN(C)S(=O)(=O)c1cccc(NC(=O)c2ccc(OC(F)(F)F)cc2)c1,?,0%,8%,10%,/,1,i,-10%,-38%[inhibitor]
Cc1ccc(-n2nnnc2C(Cl)(Cl)c2nnnn2-c2ccc(C)cc2)cc1,0%,3%,-56%[inhibitor],-93%[inhibitor],-6%,?,i,?,i
CNc1cccccc1=S,0%,-5%,-16%,-12%,14%,?,i,-11%,i
COc1cc2[nH]c(=S)n(Cc3ccc(C)o3)c(=O)c2cc1OC,7%,-20%,-6%,18%,22%,31,i,1%,i
O=[N+]([O-])c1ccc(O)c(/C=N/Nc2nn[nH]n2)c1,2%,0%,15%,-11%,-2%,?,i,-34%[inhibitor],i
C/C(N)=C(/C#N)C(=O)COc1ncnc2ccccc12,-8%,-7%,22%,18%,9%,9,i,0%,-23%[57.5 µM]
CSc1ccccc1OC1CCN(Cc2ccccc2)CC1,?,-1%,-14%,-12%,21%,-92*,i,2%,-17%
COc1ccc(C(=O)NCc2ccccc2)cc1S(=O)(=O)N1CCCc2ccccc21,?,1%,-3%,4%,26%,-10,i,18%,i
CC(=O)C1CCC2C(CCC3=CC(=O)CCC32)C1 (configuration not stated),16%,6%,-15%,-4%,3%,-2,i,1%,-15%
CCOc1ncccc1C(=O)OCC(=O)N(CC(C)C)c1c(N)n(Cc2ccccc2)c(=O)[nH]c1=O,0%,2%,-13%,5%,11%,1,i,-6%,i
COc1ccc(CCNC(=O)Nc2cccs2)c(OC)c1,-10%,2%,19%,8%,-1%,20,i,6%,i
C=CCN(c1ccccc1)S(=O)(=O)c1cccc(C(=O)Nc2ccc(N3CCOCC3)cc2)c1,?,0%,14µM*,-8%,37%,23,i,1%,-30%
CS(=O)(=O)Nc1ccccc1C(=O)NCc1ccccc1Cl,10%,3%,-19%,8%,28%,-6,i,-1%,i
O=C(COc1ccc(Cl)cc1)NNC(=O)c1ccccc1C(=O)O,14%,-4%,?,6%,/,0,i,5%,-13%
O=C(CNC(=O)c1cccc(S(=O)(=O)N2CCc3ccccc32)c1)Nc1ccc(F)c(F)c1F,?,2%,13%,7%,-8%,1,i,-1%,-54%[inhibitor]
O=c1c2ccccc2ncn1CCCSc1ccccc1,?,?,13µM*,-12%,29%,-54*,i,13%,-11%[57.5 µM]
O=C(NCCCNCCCNC(=O)c1ccc(/C=N/O)nc1)c1ccc(/C=N/O)nc1,13%,-1%,-17%,-9%,12%,69,i,-9%,15%
Cc1ccc(C(=O)OCC(=O)Nc2cccc(Cl)c2C)c(O)c1,0%,-2%,7%,2%,-27%,4,i,7%,-23%
O=C1N/C(=C\c2ccsc2)C(=O)N1Cc1ccc(F)cc1,11%,-1%,20%,1%,/,-10,i,-6%,i
O=C(CCc1nnc2n(Cc3ccc(Cl)cc3)c(=O)c3ccccc3n12)NCCCN1CCOCC1,21%,2%,1%,-6%,12%,-19,i,-1%,i
Nc1ccc2ncccc2c1N,42%[activator],3%,13%,-2%,/,14,i,5%,i
CCCS(=O)(=O)N1CCCC(C(=O)NCCc2ccc(Cl)cc2)C1 (configuration not stated),?,2%,17%,17%,3%,-63*,i,6%,-9%[57.5 µM]
CC(Oc1cc2oc(=O)c3c(c2cc1Cl)CCC3)C(=O)NCc1cccnc1 (configuration not stated),14%,11%,21%,0%,4%,3,i,-1%,i
Cc1cc(=O)n(Nc2ccccc2)c(O)c1C#N,?,-2%,27%,3%,13%,11,i,-2%,i
Cc1cccc(NC(=S)N(Cc2ccc(Cl)cc2)Cc2ccc(C(=O)O)cc2)c1,-7%,1%,-1%,-17%,-1%,-18,i,0%,-3%
CCOC(=O)c1sc(NC(=O)CSc2nnc(-c3ccco3)n2CC)c(C(=O)OCC)c1C,-5%,17%,-28%,0%,?,-8,i,-2%,i

# Part of the list above with just GLP1R ag.
SMILES | GLP1R ag
Cc1cc(=O)n(Nc2ccccc2)c(O)c1C#N | -2%
Cc1cccc(NC(=S)N(Cc2ccc(Cl)cc2)Cc2ccc(C(=O)O)cc2)c1 | 1%

# (next part)
SMILES,GLP-1R inv ag,GLP1R ag,TDP43 rescue,Abeta rescue,FUS yeast rescue,DRD3 antagonist,Akt phos inh,aSyn rescue,PTHR1 ag
C=C(C)C(=O)Nc1cccc(C2=NOC3(C2)C[C@H](C(N)=O)N(C(=O)COc2ccc(Cl)cc2)C3)c1 (some centres not stated),-1%,-1%,?,4%,14%,5,i,1%,-3%
Cc1cc(C(=O)OCC(=O)c2ccccc2)c2ccccc2n1,8%,11%,15%,-5%,4%,0,i,6%,-16%
Nc1ccc(Br)c[n+]1Cc1cccc2cccnc12,-18%,3%,1%,-21%,9%,7,i,-2%,i
CN(C)c1ccc(C(=S)N2CCN(C(=S)Nc3cccc4ccccc34)CC2)cc1,6%[0.307 µM],5%,12%,20%,13%,?,i,-2%,i
Cc1cccc(C)c1NC(=O)CNC(=O)C(C)NC(C)c1ccccc1Br (configuration not stated),-11%,-1%,-12%,0%,/,18,i,-12%,i
COc1ccc(C(=O)Nc2ccc(N(C)Cc3ccccc3)c(C(=O)O)c2)cc1,-17%,/,24%,-7%,20%,/,/,/,-6%
COc1ccccc1NC(=O)C1=C(C)Nc2nnnn2C1c1cccc(C)c1 (configuration not stated),?,0%,0%,-1%,-8%,-8,i,-13%,i
CCOc1ccc(NC(=O)NCc2ccc3c(c2)OCO3)cc1,6%,1%,-2%,9%,22%,1,i,3%,-9%
O=C(CSc1cn(CCNC(=O)c2c(F)cccc2F)c2ccccc12)Nc1ccccc1F,-9%,0%,19%,-3%,2%,/,/,/,i
O=C(CSc1nc(-c2cccs2)nc2cc(=O)[nH]n12)Nc1ccccc1Cl,6%,/,24%,4%,22%,/,/,/,i

# Entries from the list above that have a nitro group on carbon:
SMILES,GLP-1R inv ag,GLP1R ag,TDP43 rescue,Abeta rescue,FUS yeast rescue,DRD3 antagonist,Akt phos inh,aSyn rescue,PTHR1 ag
Cc1ccc(S(=O)(=O)N2CCN(C(=O)COc3ccc(C)nc3[N+](=O)[O-])CC2)c(C)c1,52%[activator],23%,-1%,-15%,28%,-14,i,-9%,i
O=[N+]([O-])c1ccc(O)c(/C=N/Nc2nn[nH]n2)c1,2%,0%,15%,-11%,-2%,?,i,-34%[inhibitor],i
